aSyn tox rescue – inhibitors of alpha-synuclein toxicity in yeast; S. cerevisiae alpha-synuclein toxicity rescue, BacTiter-Glo growth, 24 h; Potency, µM (series often up to 46.1 µM), inactives show at the highest dose growth rescue (activation), hits mostly activators; 94,000 tested, 0.02% active; AID 1347070; active means well fitted activation curve with a large enough effect; inconclusive means small, poorly fitted or top-dose-only effect; further: 0% is about no effect
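Growth restoration measured by BacTiter-Glo luminescence after 24 hr at 30 deg C; alpha-synuclein yeast, raffinose-pregrown to mid-log, were added at OD600=0.02 in galactose medium onto pinned compounds.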
* = called active by the depositor; ? = inconclusive; [ ] = dose if it differs, or a comment. Potency means the concentration at half of the fitted maximal effect.

SMILES	aSyn tox rescue
CC1(C)CCCN(Cc2c(O)ccc3c(=O)c(-c4nc5ccccc5s4)c(N)oc23)C1	4%
CCCC(=O)N(C)c1nnc(-c2ccc(OC)cc2)s1	15%
CCC1CN(S(=O)(=O)c2cc(-c3cc(C)no3)ccc2C)c2cc(C)ccc2O1 (stereo not given)	-12%
COc1ccc(NC(=O)C2CCCN(C(=O)c3cnn(-c4ccc(F)cc4)c3-n3cccc3)C2)cc1 (stereo not given)	4%
CC1CCN(CCCNC(=O)CN2C(=O)CSc3ccc(S(=O)(=O)N4CCCCC4)cc32)CC1	-13%
O=C(NC1CCCCC1)C(c1ccccc1F)N(C(=O)c1csnn1)C1CCCC1 (stereo not given)	-1%
CC(=O)Nc1sc(-c2ccc(Cl)cc2)nc1-c1ccccc1	0%
CCOC(=O)c1ccccc1NC(=O)COC(=O)Cc1ccccc1F	-1%
Cc1ccc(-c2c(C(=O)N3CCN(c4cc(Cl)ccc4C)CC3)oc(=O)c3ccccc23)cc1	3%
CCOc1ccc(C(=O)Nc2ccc3nc(SCC(=O)N4CCCC4)sc3c2)cc1	-8%
O=C(CCn1cnc2onc(-c3ccc(F)cc3)c2c1=O)N1CCN(c2ccccc2)CC1	?
COCCCNC(=O)CC(c1cc(OC)c(OC)c(OC)c1)N1Cc2ccccc2C1=O (stereo not given)	3%
Cc1ccccc1-c1nc(C(N)=O)c2c(n1)n(-c1ccc3c(c1)OCO3)c(=O)n2C	3%
O=C(NCc1cccc(F)c1)C1CCN(C(=O)c2sccc2-n2cccc2)CC1	-4%
O=C(C1CCCN(S(=O)(=O)c2cccc3nonc23)C1)N1CCN(c2cccc(Cl)c2)CC1 (stereo not given)	-8%
Cc1ccc(-c2c(CN3CCN(c4cccc(C)c4C)CC3)csc2C)cc1	-28%
CCCCOC(=O)Nc1nnc(C(C)C)s1	-10%
CCOc1ccc(CC(=O)NCCS(=O)(=O)N2CCN(c3ccc(OC)cc3)CC2)cc1	-2%
COc1ccc(NC(=O)Cn2c(=O)n(CCCC(=O)NCc3ccccc3OC)c(=O)c3ccccc32)cc1Cl	-4%
CCN(CC)S(=O)(=O)c1cccc(NC(=O)CN(C)Cc2cccc(OC)c2)c1	1%
COc1cc(NC(=O)N2CCC(CN3CCCCCC3)CC2)cc(OC)c1OC	-3%
CC(C(=O)Nc1ccc(F)c(Cl)c1)N1Cc2ccccc2C1=O (stereo not given)	0%
CCOCCc1nn2c(=O)cc(COC(=O)c3ccco3)nc2s1	-2%
CCc1ccccc1Nc1ncnc2c1cnn2-c1ccc(C)cc1C	-29%
COc1cccc(OC)c1C(=O)Nc1sc2c(c1C(N)=O)CCN(Cc1ccccc1)C2	2%
Cc1ccc(CN2CC(C(=O)Nc3ccccc3N3CCCC3)CC2=O)cc1 (stereo not given)	8%
CCN1/C(=C2/SC(=S)N(C)C2=O)C=Cc2cc(C)ccc21	3%
CCn1c(=O)cc(SCC(=O)NCCc2ccc(Cl)cc2)c2ccccc21	5%
COc1ccc(NC(=O)Cn2cc(S(=O)(=O)N3CCN(c4ccccc4F)CC3)c3ccccc3c2=O)cc1Cl	-9%
C=CCOc1ccccc1NC(=O)CN1C(=O)CNC1=O	-5%
Cc1ccc(C)c(CN2C(=O)c3ccccc3S(=O)c3ccc(C(=O)N4CCN(c5cccc(Cl)c5)CC4)cc32)c1 (stereo not given)	2%
COc1ccc(N(CC(=O)NC2CCCC2)C(=O)Cn2nnc(-c3ccc(OC)c(OC)c3)n2)cc1	3%
Cc1ccc(Cl)cc1N1CCN(C(=O)CCS(=O)(=O)c2ccc3c(c2)oc(=O)n3C)CC1	4%
O=C(O)c1sccc1S(=O)(=O)N1CCN(c2ccc(C(F)(F)F)cn2)CC1	-7%
COc1ccc(C(=O)NC(C(=O)N2CCN(C/C=C/c3ccccc3)CC2)C(C)C)cc1 (stereo not given)	-10%
Cc1ccccc1CCNC(=O)c1ccc2c(c1)c(C)c(C)n2Cc1ccccc1	2%
COc1cccc(-c2nnc(SCC(=O)NC3CCCCC3)o2)c1	1%
Cc1cccc(CCNC(=O)CCc2c(C)nc3c4c(C)cc(C)nc4nn3c2C)c1	-6%
NC(=O)CSc1nnc(-c2cccc(S(=O)(=O)N3CCCCC3)c2)o1	6%
CCc1ccccc1NC(=O)N1CCC(CN2CCc3ccccc3C2)CC1	7%
Fc1c(F)c(F)c(/C=N/NC(=S)Nc2cccnc2)c(F)c1F	-11%
O=C(NCc1cccnc1)c1ccc2c(c1)N(Cc1ccccc1)CCS2	2%
CCCN(CCC)C(=O)Cn1c(SCc2cccc(C(F)(F)F)c2)nc2cccnc21	-4%
CCCc1nnc(N2C(=O)c3oc4ccc(F)cc4c(=O)c3C2c2ccc(C(=O)OC)cc2)s1 (stereo not given)	2%
CCOc1ccccc1NC(=O)c1c(NCc2cccs2)sc2c1CCC(C)C2 (stereo not given)	1%
Cc1ccc(-c2cc(C(=O)NCc3ccccc3Cl)c3ccccc3n2)cc1C	-8%
Cc1ccc(-n2nc(C)c(C(=O)NCCCN3CCN(c4ccccc4F)CC3)c2-n2cccc2)cc1	-11%
COc1cccc(NC(=O)Cn2nc3c4ccccc4n(Cc4cccc(F)c4)cc-3c2=O)c1	2%

Seven compounds picked at random from those above:
SMILES	aSyn tox rescue
Cc1ccc(-n2nc(C)c(C(=O)NCCCN3CCN(c4ccccc4F)CC3)c2-n2cccc2)cc1	-11%
Cc1ccc(-c2cc(C(=O)NCc3ccccc3Cl)c3ccccc3n2)cc1C	-8%
CCCN(CCC)C(=O)Cn1c(SCc2cccc(C(F)(F)F)c2)nc2cccnc21	-4%
COc1cccc(NC(=O)Cn2nc3c4ccccc4n(Cc4cccc(F)c4)cc-3c2=O)c1	2%
CCCc1nnc(N2C(=O)c3oc4ccc(F)cc4c(=O)c3C2c2ccc(C(=O)OC)cc2)s1 (stereo not given)	2%
COc1cccc(-c2nnc(SCC(=O)NC3CCCCC3)o2)c1	1%
CCOc1ccccc1NC(=O)c1c(NCc2cccs2)sc2c1CCC(C)C2 (stereo not given)	1%

Further entries
SMILES	aSyn tox rescue
O=C1CC2(CCN(C(=O)COc3ccccc3)CC2)Oc2ccccc21	14%
CC(=O)Nc1ccc(S(=O)(=O)NC2CCCCCC2)cc1	4%
O=C(CCCN1CCN(c2ccccc2)CC1)c1ccc(F)cc1	-4%
O=C(O)COc1ccccc1/C=N/NC(=O)Cc1csc(Nc2cccc(C(F)(F)F)c2)n1	-5%
O=S(=O)(Nc1nc2ccccc2nc1NCC1CCCO1)c1ccc(F)cc1 (stereo not given)	1%
O=C(N/N=C/c1ccccc1OC(=O)N1CCOCC1)c1cccs1	-2%
COCCNC(=O)Cn1c(-c2cccs2)cc2cc(Cl)ccc21	-1%
COc1ccc(NC(=O)NCCc2c(C)nn(C)c2C)c(OC)c1	-8%
COc1ccc(OC)c(NC(=O)COC(=O)CCCN2C(=O)c3ccccc3C2=O)c1	-2%
COc1ccc2[nH]c(C(=O)NCc3ccccc3)cc2c1	10%
CCc1ccc(NC(=O)COC(=O)CCCC2=NS(=O)(=O)c3ccccc3N2)cc1	1%
Cc1cn([C@H]2C[C@H](O)[C@@H](CNC=O)O2)c(=O)[nH]c1=O	-3%
COc1cc(C(=O)NCC(c2cccs2)S(=O)(=O)c2ccc(F)cc2)cc(OC)c1OC (stereo not given)	8%
COCc1c(C(=O)N/N=C\c2cccs2)nnn1-c1nonc1N	-6%
COc1ccc(NC(=O)CCc2nc3cccnc3n2Cc2cccs2)c(OC)c1	7%
CCC(=O)Nc1cccc(-c2nc3cc(C)ccc3o2)c1	-40%[inhibitor]
Cc1cc(C)cc(NC(=O)Nc2ccccc2OCc2cc(=O)n3ccccc3n2)c1	-4%
CCOCCc1nn2c(=O)cc(COC(=O)COc3ccccc3Cl)nc2s1	2%
CCN(C(=O)CN(C)S(=O)(=O)c1ccc2c(c1)n(C)c(=O)c(=O)n2C)c1cccc(C)c1	-3%
CCCCNc1nc2c(c(=O)n(Cc3ccc(Cl)c(Cl)c3)c(=O)n2C)n1C	?
O=C(Nc1ccc(CN2CCOCC2)cc1)c1ccc(-c2ccc(Cl)cc2Cl)o1	-10%
COc1cccc(C2CC(c3cccc(Br)c3)n3nc(N)nc3N2)c1 (stereo not given)	-1%
Cc1ccc(S(=O)(=O)CCC(=O)OCC(=O)NCc2ccc(F)cc2)cc1	-13%
COc1cccc(OC2OC3COC(C)(C)OC3C(O)C2NC(C)=O)c1 (stereo not given)	-4%

A run of entries from the list above:
SMILES	aSyn tox rescue
CC1(C)CCCN(Cc2c(O)ccc3c(=O)c(-c4nc5ccccc5s4)c(N)oc23)C1	4%
CCCC(=O)N(C)c1nnc(-c2ccc(OC)cc2)s1	15%
CCC1CN(S(=O)(=O)c2cc(-c3cc(C)no3)ccc2C)c2cc(C)ccc2O1 (stereo not given)	-12%

Following part.
SMILES	aSyn tox rescue
Cc1ccc(CCNC(=O)c2c(C)nn(-c3ccc(F)cc3)c2-n2cccc2)cc1	-3%
COCCCNC(=O)c1c(NC(=O)c2cc(=O)c3ccccc3o2)sc2c1CCCC2	-4%
CCOc1cc(C2NC(=O)c3c(sc4c3CCN(C)C4)N2)ccc1OC(=O)c1ccc(Br)cc1 (stereo not given)	-8%
CN(C1CCCCC1)S(=O)(=O)c1ccc(C(=O)Nc2sc3c(c2C(N)=O)CC(C)(C)NC3(C)C)cc1	-6%
O=C(c1cccc(S(=O)(=O)N2CCCC2)c1)N1CCN(c2ncccn2)CC1	7%
CCOc1ccc(S(=O)(=O)NCCc2csc3nc(-c4cccc(C)c4)nn23)cc1	4%
CCC(Sc1nc2ncccc2[nH]1)C(=O)N1CCOCC1 (stereo not given)	0%
CCOC(=O)NNC(=S)Nc1c(C)n(C)n(-c2ccccc2)c1=O	-6%
CCN(CC)C(=O)c1sc2nc(-c3ccccn3)[nH]c(=O)c2c1C	-1%
COc1cc(/C=C/C(=O)OCC(=O)Nc2cc(C)on2)ccc1OCC#N	-51%[inhibitor]
O=C(CS(=O)(=O)c1cccc2nsnc12)Nc1ccccc1Cl	8%
COc1cccc(CNC(=O)CSc2ccc(-c3sc(-c4ccccc4)nc3C)nn2)c1	-6%
COc1ccc2c(c1)c1c(c(=O)n(-c3ccccc3)c(=O)n1CC(=O)NCc1ccc(C)cc1)n2C	-1%
CC(=O)c1cccc(NC(=O)c2nc(-c3ccccc3)n(-c3cccc(Cl)c3)n2)c1	8%
COc1ccccc1-c1cc(C(=O)NCCCN2CCOCC2)no1	-5%
Cc1ccc(NS(=O)(=O)c2ccc3nc(-c4ccccc4)[nH]c3c2)c(Cl)c1	3%
CCOc1ccc(NS(=O)(=O)c2ccc3[nH]cc(C(=O)NCCc4ccccc4)c(=O)c3c2)cc1	-10%
CCOc1ccccc1NC(=O)c1c(NC(=O)C(C)Oc2ccc(Cl)cc2)sc2c1CCCCC2 (stereo not given)	-17%
Cc1ccc(C(=O)NC2CCCCNC2=O)cc1C (stereo not given)	0%
COc1ccc(C(=O)NCCCNC(=O)c2cnccn2)cc1Br	0%
COc1ccc(/C=C/c2noc(-c3ccccc3O)n2)cc1OC	-8%
CCn1c2c(c(=N)c3c1CCC3)CCCC2	-5%
C[C@H](CO)N1C[C@H](C)[C@H](CN(C)S(=O)(=O)c2cccc(F)c2)Oc2ncc(-c3cccc(C(=O)N(C)C)c3)cc2C1=O	9%
CCCCn1c(SCC(=O)NCc2ccc(C)cc2)nc2c(sc3ccccc32)c1=O	7%
Cn1cc(S(=O)(=O)N2CCCCC2)cc1C(=O)Nc1cccc(C#N)c1	-11%
COc1ccc(NC(=O)c2cnn(-c3ccc(C)cc3)c2-n2cccc2)cc1Cl	1%
CC(=O)c1ccc(OC(=O)c2nc(-c3ccccc3)oc2C)cc1	3%
N/C(=N\OC(=O)c1ccco1)c1cccnc1	4%
O=C(NCCC1=CCCCC1)c1ccc2c(c1)ncn2-c1ccc(F)c(F)c1	2%
COC(=O)C1=C/CCCN(C(c2ccccc2)c2ccccc2)/C=C\1C(=O)OC	14%
CC(=O)Nc1ccc(NC(C)=O)c(NC2OCC(O)C(O)C2O)c1 (stereo not given)	-5%
COc1ccc(-c2cn3c(C)c(C(=O)N4CCc5ccccc5C4)sc3n2)cc1	6%
O=C(Cn1cc(S(=O)(=O)N2CCN(c3ccccc3F)CC2)c2ccccc2c1=O)Nc1cccc(C(F)(F)F)c1	4%
CCCNC(=O)C1CCN(S(=O)(=O)c2c(C)noc2/C=C\c2ccc(OC)cc2)CC1	10%
CCC(=O)N1CCc2cc(Br)cc(S(=O)(=O)CCC(=O)Nc3ccc(C)c(C)c3)c21	-4%
O=C(O)CSc1nnc(CNc2ccc(F)cc2)n1-c1ccccc1	1%
COc1ccc2nc(NC(=O)CC3Oc4ccccc4NC3=O)sc2c1 (stereo not given)	-4%
CCc1nn(CC(=O)NCCC(C)C)c(=O)c2cc3occc3n12	-7%
COCCNC(=O)C(=O)NCC1CCCN1S(=O)(=O)c1cccs1 (stereo not given)	-13%
Cc1ccc(-c2nc3cc(Cl)ccc3o2)cc1NC(=O)c1cc2ccccc2o1	-1%
COc1ccc(CNCC(O)COc2ccc(C)cc2[N+](=O)[O-])cc1 (stereo not given)	9%
O=C(O)c1ccccc1C(=O)c1ccc(Br)s1	4%
CCCCn1c(N)c(N(CCOC)C(=O)c2cc(S(=O)(=O)N3CCCCC3)ccc2C)c(=O)[nH]c1=O	8%
COc1ccccc1N1CCN(c2ccc(=O)n(CC(=O)O)n2)CC1	1%
COc1ccc(OC)c(CNC(=O)c2c3c(nc4ccccc24)C(=O)N(C2CCCCC2)C3)c1	0%
COc1ccc(CNC(=O)Cc2ccc(-c3ccccc3)cc2)cc1OC	7%
O=C(COC(=O)c1ccc(F)cc1)Nc1cc(S(=O)(=O)N2CCOCC2)ccc1N1CCCC1	7%
CC1=C(C(=O)N(C)C)CC(CC(=O)NCc2cccc3ccccc23)C(=O)N1Cc1ccccc1 (stereo not given)	1%
Cc1ccccc1N=C1SCCN1C(=O)CN1C(=O)NC2(CCCC2)C1=O	-1%
CC1CCN(S(=O)(=O)c2cccc(S(=O)(=O)N3CCCC3)c2)CC1	11%
CCOC(=O)c1[nH]c(C)c(CCC(=O)Nc2ccc(N(CC)CC)cc2C)c1C	-8%

High-throughput results (PubChem)

These rows are one share of the data; the hit share may differ from the screen's.
